Screening data (PubChem)
TNAP activators: stimulation of alkaline phosphatase TNAP activity – biochemical, luminescent, no phosphate acceptor, uHTS, primary screen (AID 1001); purified TNAP, luminescent activation assay, no phosphate acceptor; higher activation fold means a stronger effect; one-dose activation fold at 20 µM; EC50 in µM for titrated hits; 0.03% of 200,000 active; in the data active = activation fold from about 3, or a potency from the dose series; inactive = the rest, 99 in 100 with activation fold below about 1.6; also: many of its hits are not listed in these tables
MT stabilize HCS: microtubule stabilizers in HeLa cells. 0.83% of 200,000 active. % tubulin-high responders, % at 10 µM. HeLa tubulin immunostaining HCS, 24 h; share of cells brighter than vehicle mean+2SD. AID 2205;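 active = plate Z-score above 3 for both tubulin-high and condensed-nucleus cell shares, with cell loss under 80%, at 10 µM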;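 also: anti alpha tubulin signal scored within the nucleus-defined area of each cell; some results filed as inactive read as strong as hits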
Lipid droplet: hepatic lipid droplet formation modulation. AML12 mouse hepatocytes, oleate lipid droplets, BODIPY imaging. inhibition, % at 6.5 µM. 0.4% of 240,000 active. AID 1656;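 active = lipid droplet intensity inhibited by at least 50%, with more than 500 cells counted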
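Technique: fluorescence imaging, 20x objective, two fields per well / Assay system: AML12 hepatocytes (mouse) / Measure: % inhibition of lipid droplet signal / Doses: 6.5 µM single-point dosing / Incubation: overnight exposure / Reagent: 100 µM oleic acid challenge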
Autophagy HCS: autophagy modulation, high-content screen. calls only at 10 µM (by protocol). MEF GFP-LC3 puncta imaging; test concentration mostly 10 µM. 0.98% of 190,000 active;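 active = percentage of spot-positive cells more than 3 SD above its plate mean, without a fluorescence outlier flag or 80% toxicity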;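 also: spot-positive cell cutoff set from DMSO-treated cells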
bCat nuc transl: beta-catenin nuclear translocation modulation; nuclear translocation activity, % at 5 µM; AID 1665; 0.3% of 190,000 active; HeLa beta-catenin nuclear translocation, immunofluorescence imaging;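 active = nuclear translocation activity above 50% at 5 µM, with a well cell count of 50 or more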;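 also: per-cell ratio of nuclear to cytoplasmic median beta-catenin stain intensity; plate controls were DMSO negative control for no effect and GSK-3 inhibitor IX positive control for full effect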
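Test system: human HeLa cell line; Doses: 5 µM primary, 0.02–20 µM confirmation; Incubation: 24 h compound exposure, 37°C; Detection: beta-catenin immunofluorescence imaging with DAPI; Read-out: beta-catenin nuclear/cytoplasmic ratio, % activation.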
Ins promoter up: MIN6 insulin promoter up-regulation | MIN6 insulin promoter-GFP reporter, high-content imaging; active compounds read high | z-score at 5 µM | 0.3% of 190,000 active | AID 1625;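 active = z-score above 3 at 5 µM with at least 500 cells counted in the well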
PMI inhibitors: MPI enzyme activity inhibition – biochemical, fluorescence intensity, coupled assay, primary screen (AID 1209). purified PMI enzyme, coupled fluorescence intensity; higher % means a stronger effect. one-dose inhibition, % at 20 µM; IC50 in µM for titrated hits. 0.42% of 190,000 active;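 also: plate controls were DMSO vehicle for no effect and wells lacking substrate for full effect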
T cell HTS: T cell immune modulators affecting CD8 T cell-vesicle binding; 2C CD8+ T cell-vesicle binding, flow cytometry; active compounds read low; calls only at 7 µM; 0.068% of 330,000 active; AID 2052;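 active = response, share of CD8 T cells binding vesicles, and their 90th percentile fluorescence all below set limits, cut at about 80% in these data, passing the limit was not always enough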
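Also added: QL9-peptide-loaded Drosophila micro-vesicles bearing Ld, ICAM-1 and B7-1; Test system: purified 2C TCR transgenic mouse naive CD8+ T cells; Measured by: cytometric PE anti-B7-1 and Alexa647 anti-CD8 signals after 1% paraformaldehyde fixation; Timing: binding step 1.5 h, 37 °C, antibody labelling 20 min, ice.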
PMI inhibition: MPI inhibition at elevated mannose 6-phosphate – biochemical, fluorescence intensity, high mannose 6-phosphate, primary screen (AID 1220). 0.66% of 190,000 active. recombinant PMI enzyme, coupled fluorescence intensity; higher % means a stronger effect. one-dose inhibition, % at 20 µM; IC50 in µM for titrated hits
Ins promoter up cell count: also measured in Ins promoter up; calls as there; cell count; measured here: cytotoxicity, nuclei count;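 total cells summed across four imaged fields per well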
Lipid droplet cells 6.5 µM: recorded beside Lipid droplet, whose call it bears; cell count; measured here: cell count, cytotoxicity flag;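 cells counted across two imaged fields per well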
bCat nuc transl cell count 5 µM: further read-out of bCat nuc transl, marked with its call; cell count; measured here: cell count, cytotoxicity flag
T cell HTS vesicle-bound %: further read-out of T cell HTS, marked with its call; double positive events, %; measured here: CD8+ vesicle-bound cell fraction;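 binding gate set so that unloaded-vesicle control wells show 10% double positive cells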
MT stabilize HCS Hoechst-high %: recorded beside MT stabilize HCS, whose call it bears; % Hoechst-high responders; measured here: nuclear condensation Hoechst responders;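 share of cells brighter than vehicle mean plus two SD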
MT stabilize HCS cytotoxicity %: recorded beside MT stabilize HCS, whose call it bears; toxicity, %; measured here: cytotoxicity by cell density;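 0% = mean cell density of plate MIN control wells and 100% = no cells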
Autophagy HCS cell loss 18 h: also measured in Autophagy HCS; calls as there; toxicity, %; measured here: cell loss, nuclei count;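 cell loss after 18 h compound exposure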
An asterisk follows results filed as active; i = inactive; · = no result given. Rule as the data show it, unless noted: active = inhibition above about 50%; inactive = the rest.

(1) CC1(C)NC(=O)N(CCOCCSc2ccccc2)C1=O
(2) COc1cc(-c2nnc(CSc3nnc(N)s3)o2)cc(OC)c1OC
(3) CCOc1ccc(-n2c(SCC)nc3c(c2=O)SCC3)cc1
(4) COc1ccc(CCNC(=O)CS(=O)Cc2nc(-c3cccs3)oc2C)cc1OC (stereo not given)
(5) CCOC(=O)Nc1ccc2c(c1)N(C(=O)CN(CC)CC)c1ccccc1C=C2
(6) COc1ccc(C(C(=O)NC2CCCCC2)N(C(=O)Cc2c[nH]c3ccccc23)c2ccccc2)cc1OC (stereo not given)
(7) N=c1n(Cc2ccc(Cl)cc2)c2ccccc2n1CC(O)c1ccco1 (stereo not given)
(8) O=C(CSc1cccc2cccc(Cl)c12)NC1=NCCS1
Compound | 1 | 2 | 3 | 4 | 5 | 6 | 7 | 8
TNAP activators | 1.1 | 1.1 | 1.1 | 1.1 | 0.9 | 1.2 | 0.9 | 1.2
MT stabilize HCS | 4.5 | 2.7 | 5.0 | 3.0 | 2.7 | 4.4 | 1.8 | 7.0
MT stabilize HCS Hoechst-high % | 2.3 | 2.6 | 2.6 | 3.9 | 1.5 | 2.2 | 1.5 | 0.7
MT stabilize HCS cytotoxicity % | 5.5 | 12 | 4.8 | 6.8 | 8.3 | 13 | 12 | 13
Lipid droplet | -5 | 29 | -1 | · | -11 | -17 | · | -14
Lipid droplet cells 6.5 µM | 858 | 724 | 722 | · | 709 | 484 | · | 699
Autophagy HCS | i | i | i | i | i | i | i | i
Autophagy HCS cell loss 18 h | 7 | 4 | 0 | 9 | -1 | 9 | 14 | 12
bCat nuc transl | -3.0 | -1.9 | · | -1.8 | 0.6 | -1.5 | -0.8 | 3.9
bCat nuc transl cell count 5 µM | 1224 | 1006 | · | 1385 | 1119 | 903 | 1170 | 1041
Ins promoter up | -0.45 | -0.13 | 0.13 | -0.22 | -0.79 | 0.47 | -2.5 | 0.37
Ins promoter up cell count | 1296 | 1412 | 1306 | 1669 | 1829 | 1149 | 605 | 1347
PMI inhibitors | 9% | -4% | 14% | -4% | 10% | 31% | -6% | 15%
T cell HTS | i | i | i | i | i | i | i | i
T cell HTS vesicle-bound % | 14 | 40 | 1 | 46 | 9 | 31 | 48 | 34
PMI inhibition | 8% | 4% | 13% | -4% | 6% | 18% | -5% | 52%*

Reformatted with two lines to a compound: part of the list above.
Results follow in this order: TNAP activators, MT stabilize HCS, MT stabilize HCS Hoechst-high %, MT stabilize HCS cytotoxicity %, Lipid droplet, Lipid droplet cells 6.5 µM, Autophagy HCS, Autophagy HCS cell loss 18 h, bCat nuc transl, bCat nuc transl cell count 5 µM, Ins promoter up, Ins promoter up cell count, PMI inhibitors, T cell HTS, T cell HTS vesicle-bound %, PMI inhibition
[4] COc1ccc(CCNC(=O)CS(=O)Cc2nc(-c3cccs3)oc2C)cc1OC (stereo not given)
→ 1.1, 3.0, 3.9, 6.8, ·, ·, i, 9, -1.8, 1385, -0.22, 1669, -4%, i, 46, -4%
[5] CCOC(=O)Nc1ccc2c(c1)N(C(=O)CN(CC)CC)c1ccccc1C=C2
→ 0.9, 2.7, 1.5, 8.3, -11, 709, i, -1, 0.6, 1119, -0.79, 1829, 10%, i, 9, 6%
[6] COc1ccc(C(C(=O)NC2CCCCC2)N(C(=O)Cc2c[nH]c3ccccc23)c2ccccc2)cc1OC (stereo not given)
→ 1.2, 4.4, 2.2, 13, -17, 484, i, 9, -1.5, 903, 0.47, 1149, 31%, i, 31, 18%
[7] N=c1n(Cc2ccc(Cl)cc2)c2ccccc2n1CC(O)c1ccco1 (stereo not given)
→ 0.9, 1.8, 1.5, 12, ·, ·, i, 14, -0.8, 1170, -2.5, 605, -6%, i, 48, -5%

The list goes on.
(9) Cc1cccc(N(C(=O)CNC(=O)c2ccco2)C(C(=O)NC2CCCC2)c2ccncc2)c1 (stereo not given)
(10) CC(C)CC(=O)Nc1cccc(NC(=O)c2ccccc2Cl)c1
(11) Oc1ccc(CN2CCC(Cc3ccccc3)CC2)c2cccnc12
(12) CC1(C)CC(=O)c2sc(N)nc2C1
(13) Cc1ccc(S(=O)(=O)NCC(=O)NCC(=O)OCC(=O)N2CC(=O)Nc3ccccc32)cc1C
(14) O=C(Nc1ccc(O)cc1C(=O)O)c1ccc2c(c1)C(=O)N(Cc1ccco1)C2=O
(15) Cc1ccc(OCC(O)Cn2c3ccccc3c3ccccc32)cc1 (stereo not given)
(16) O=C(Nc1cccc2ncccc12)c1ccc2c(c1)OCCO2
Compound | 9 | 10 | 11 | 12 | 13 | 14 | 15 | 16
TNAP activators | 1 | 1.1 | 1.3 | 1.1 | 1 | 1.2 | 1 | 1.1
MT stabilize HCS | 2.8 | 2.8 | 2.6 | 3.5 | 1.6 | 2.9 | 3.6 | 3.1
MT stabilize HCS Hoechst-high % | 1.5 | 3.2 | 2.5 | 2.0 | 2.5 | 1.6 | 2.1 | 1.6
MT stabilize HCS cytotoxicity % | 7.0 | 10.0 | 16 | 4.6 | 4.8 | 4.2 | 2.9 | 0.6
Lipid droplet | 0 | -2 | -8 | 5 | -13 | -2 | · | 1
Lipid droplet cells 6.5 µM | 746 | 680 | 698 | 607 | 682 | 650 | · | 728
Autophagy HCS | i | i | i | i | i | i | i | i
Autophagy HCS cell loss 18 h | 0 | -11 | 30 | -4 | 9 | 30 | 10 | -1
bCat nuc transl | 1.0 | -6.4 | 0.3 | -0.3 | -2.6 | · | 1.1 | 0.2
bCat nuc transl cell count 5 µM | 461 | 539 | 822 | 1150 | 1104 | · | 1364 | 1098
Ins promoter up | · | 0.11 | -5.1 | -0.1 | 0.43 | -2.1 | 0.02 | 0.25
Ins promoter up cell count | · | 1433 | 521 | 1306 | 1321 | 1263 | 1350 | 1217
PMI inhibitors | 16% | -4% | 34% | 10% | 8% | 6% | 17% | 10%
T cell HTS | i | i | · | i | i | i | i | i
T cell HTS vesicle-bound % | 66 | 48 | · | 23 | 29 | 25 | 35 | 44
PMI inhibition | 9% | 8% | 46% | 6% | 14% | 1% | 14% | 3%

(17) COc1ccc(C2OC[C@H]3O[C@H](O)[C@H](NC(C)=O)[C@@H](O)[C@@H]3O2)cc1 (stereo not given in full)
(18) CCCOC(=O)c1ccc(NC(=O)CCC(=O)OCC)cc1
(19) O=C(Nc1ccc(Cl)c(C(F)(F)F)c1)c1ccncc1
(20) Cc1nn(-c2ccccc2)c(N)c1C1(O)C(=O)N(C(C)C)c2ccccc21 (stereo not given)
(21) O=S(=O)(c1ccccc1)N1CCN=C1SCc1cccc(Cl)c1
(22) O=C1CCCc2c1nc(-c1ccc(F)cc1)n2O
(23) O=C(c1ccccc1)N1CCN(C(=O)c2ccccc2)C1c1ccccc1
(24) CCN(CC)C(=O)CSc1nnc(-c2ccc(F)cc2)n1N
Compound | 17 | 18 | 19 | 20 | 21 | 22 | 23 | 24
TNAP activators | 1.1 | 1.1 | 1 | 1 | 1.1 | · | 1.2 | 1.1
MT stabilize HCS | 4.1 | 3.4 | 2.4 | 2.0 | 1.9 | · | 2.2 | 3.9
MT stabilize HCS Hoechst-high % | 1.6 | 1.4 | 2.4 | 1.2 | 2.0 | · | 1.1 | 4.1
MT stabilize HCS cytotoxicity % | 7.3 | 7.1 | 2.5 | 6.4 | 6.7 | · | 9.7 | 6.7
Lipid droplet | 6 | · | -44 | -16 | -16 | 2 | -9 | ·
Lipid droplet cells 6.5 µM | 766 | · | 694 | 582 | 594 | 695 | 686 | ·
Autophagy HCS | i | i | i | i | i | · | i | i
Autophagy HCS cell loss 18 h | 1 | 27 | 7 | -2 | -1 | · | -10 | 13
bCat nuc transl | 1.5 | -5.2 | 1.0 | -2.8 | -6.2 | -0.6 | · | 0.4
bCat nuc transl cell count 5 µM | 932 | 988 | 1560 | 517 | 574 | 1337 | · | 656
Ins promoter up | 0.01 | 0.17 | 0.34 | 0.03 | -0.74 | -0.15 | -0.46 | 0.74
Ins promoter up cell count | 1492 | 1131 | 1624 | 1131 | 1261 | 1034 | 833 | 1014
PMI inhibitors | 5% | 0% | · | 0% | 12% | · | -2% | 5%
T cell HTS | · | i | i | i | i | i | i | i
T cell HTS vesicle-bound % | · | 39 | 25 | 39 | 41 | 44 | 26 | 38
PMI inhibition | 0% | 3% | · | -3% | 6% | · | -3% | -2%

(25) CC(=O)Nc1ccc(NC(=O)CN(C)S(=O)(=O)c2ccc3nc(C)sc3c2)cc1
(26) Cc1c(C(=O)c2ccc(N(C)C)cc2)c2ccccn2c1CCC#N
(27) COc1ccc(N2C(=O)CN=C2Nc2cccc(C)c2C)cc1OC
(28) O=C(/C=C\c1ccc(-c2ccccc2)o1)c1ccccc1
(29) Cc1ccc(C(=O)Oc2ccccc2C(=O)N2CCOCC2)cc1
(30) C/C(=N\NC(N)=O)c1cc(Cl)cc(Cl)c1O
(31) CCOC(=O)CC(=O)Nc1ccsc1C(N)=O
Compound | 25 | 26 | 27 | 28 | 29 | 30 | 31
TNAP activators | 1.1 | 1 | 1.2 | 1 | 1.1 | · | ·
MT stabilize HCS | 2.7 | 3.6 | 5.7 | 5.4 | 5.5 | · | ·
MT stabilize HCS Hoechst-high % | 1.9 | 1.8 | 2.1 | 2.4 | 1.6 | · | ·
MT stabilize HCS cytotoxicity % | 11 | 7.9 | 9.9 | 7.1 | 6.2 | · | ·
Lipid droplet | 2 | -29 | · | 1 | -2 | -9 | 4
Lipid droplet cells 6.5 µM | 706 | 646 | · | 508 | 781 | 748 | 734
Autophagy HCS | i | i | i | i | i | · | ·
Autophagy HCS cell loss 18 h | 10 | 3 | -6 | 17 | -3 | · | ·
bCat nuc transl | -1.1 | 1.1 | -6.0 | -0.7 | -1.8 | 2.7 | -2.5
bCat nuc transl cell count 5 µM | 1019 | 1071 | 941 | 1036 | 567 | 1104 | 1079
Ins promoter up | -0.2 | -0.84 | -1.3 | -0.12 | · | -0.51 | -0.22
Ins promoter up cell count | 1317 | 1192 | 1471 | 1409 | · | 1040 | 1411
PMI inhibitors | -9% | -16% | -11% | 0% | 1% | · | ·
T cell HTS | i | i | i | i | i | i | i
T cell HTS vesicle-bound % | 26 | 34 | 25 | 42 | 16 | 34 | 53
PMI inhibition | -3% | -3% | -5% | -11% | -1% | · | ·
